High-throughput results (PubChem BioAssay)
PKM2 activator: PKM2 (human) enzyme activation | purified PKM2, Kinase-Glo ATP luminescence, activation; response scale: 0% is enzyme alone, no compound | Potency, µM (highest dose often 57.5 µM), for the others: at the top dose activation, most hits filed as activators | 260,000 tested, 0.34% active | AID 1631; further: potency means the concentration at half of the fitted maximal effect; on the % scale 0 is the no-effect control and ±100 the full control effect; nearly all actives have a fitted effect of over 55% in size
Target sequence (P14618 whole entry, looked up): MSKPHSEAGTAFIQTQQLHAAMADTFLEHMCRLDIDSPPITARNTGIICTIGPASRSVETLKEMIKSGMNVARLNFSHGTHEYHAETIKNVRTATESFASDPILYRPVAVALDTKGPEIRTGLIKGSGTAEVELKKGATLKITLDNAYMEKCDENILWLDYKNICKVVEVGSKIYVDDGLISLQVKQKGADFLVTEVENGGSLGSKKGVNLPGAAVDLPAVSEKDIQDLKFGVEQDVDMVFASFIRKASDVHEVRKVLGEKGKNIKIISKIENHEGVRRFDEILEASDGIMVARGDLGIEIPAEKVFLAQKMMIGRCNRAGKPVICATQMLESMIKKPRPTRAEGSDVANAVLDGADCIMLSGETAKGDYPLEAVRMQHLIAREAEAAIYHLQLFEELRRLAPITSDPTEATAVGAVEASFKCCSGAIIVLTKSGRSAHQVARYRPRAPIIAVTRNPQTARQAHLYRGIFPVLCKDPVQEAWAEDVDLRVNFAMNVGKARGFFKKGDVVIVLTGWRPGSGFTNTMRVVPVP
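Purified hPK-M2 (>95%) run at intermediate activity with 0.1 mM ADP and 0.5 mM PEP in 50 mM imidazole pH 7.2, KCl, MgCl2; 1 h room temperature. ATP formed read by Kinase-Glo luminescence; normalized to uninhibited and no-enzyme controls.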
KCNH2 3.1 block: inhibitors of human KCNH2 3.1 potassium channel isoform. U2OS KCNH2 3.1, thallium flux FluxOr; active compounds read low. 340,000 tested, 0.95% active. activity change, % (tested at about 1.8 µM). AID 720553;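 active means maximum activity change below -70%; inconclusive means maximum activity change from -70% to -50%; inactive means maximum activity change above -50%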;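 further: thallium influx rate constant from kinetic fluorescence after stimulation buffer; on the % scale 0 is the no-effect control and ±100 the full control effect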
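Thallium flux via FluxOr fluorescence (Red40 quencher, 45 min loading) in U2OS cells virally expressing the KCNH2 3.1 isoform (1.77 x 10^8 /mL virus, overnight at 37 C). Rate constants from 2-min kinetic reads post-stimulation, normalised to positive and negative controls.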
Menin-MLL TR inh: displaces Texas Red mutant MLL peptide from human menin; O00255; Menin + Texas Red MLL mutant peptide, fluorescence polarization; Potency, µM (top dose mostly 61.6 µM), for inactives: at the top dose FP activity change, negative = inhibition, actives largely listed as inhibitors; 270,000 tested, 0.23% active; AID 1768; active means well fitted inhibition curve with a large enough effect in the polarisation, with a control signal flat, not every such curve was filed as active; inconclusive means small, poorly fitted or top-dose-only effect, or effect the other way, or a change in a side signal; inactive means no such curve, though single readings can be large or run the other way; the % refers to the polarisation; further: potency means the concentration at half of the fitted maximal effect; % of control where 0% means no effect; many of its hits are not listed in these tables
RORgamma inh: ROR gamma (mouse) transcription inhibition; P51450; Drosophila S2 Gal4-RORgamma UAS-luciferase reporter, 20 h; Potency, µM (highest dose often 53.6 µM), for inactives: at the top dose activity change, negative = inhibition, actives largely listed as inhibitors; 310,000 tested, 5.4% active; AID 2551; further: potency means the concentration at half of the fitted maximal effect; on the % scale 0 is the no-effect control and ±100 the full control effect; nearly all actives have a fitted effect of over 60% in size
Target sequence (P51450 whole entry, looked up, the tested form may be a part): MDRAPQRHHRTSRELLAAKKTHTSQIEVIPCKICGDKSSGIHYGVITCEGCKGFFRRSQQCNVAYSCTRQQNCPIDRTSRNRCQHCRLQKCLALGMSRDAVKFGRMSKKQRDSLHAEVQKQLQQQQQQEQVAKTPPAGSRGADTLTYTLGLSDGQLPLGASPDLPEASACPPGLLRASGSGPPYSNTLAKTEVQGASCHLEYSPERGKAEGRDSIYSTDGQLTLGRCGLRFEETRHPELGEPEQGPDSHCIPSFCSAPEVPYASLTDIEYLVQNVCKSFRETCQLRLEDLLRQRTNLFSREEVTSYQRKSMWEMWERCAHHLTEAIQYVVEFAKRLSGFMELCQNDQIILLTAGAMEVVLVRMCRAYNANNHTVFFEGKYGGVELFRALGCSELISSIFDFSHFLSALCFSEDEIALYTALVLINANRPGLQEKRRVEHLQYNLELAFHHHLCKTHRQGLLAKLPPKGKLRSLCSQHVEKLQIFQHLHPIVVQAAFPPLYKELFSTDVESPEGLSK
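Drosophila Schneider cells stably carrying a metallothionein-driven Gal4 DBD–ROR gamma fusion and a UAS-Photinus luciferase reporter were exposed to compound for 1 hr, then induced with copper sulfate (700 uM final) for 20 hr at ambient temperature before luminescence reading.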
FLuc counter: inhibits or activates purified firefly luciferase, miR-21 counter-screen. P08659. purified FLuc, Km substrates, luminescence inhibition. Potency, µM (titrated, usually from 57.5 µM), for the others: at the highest dose activity change, negative = inhibition, usual class: inhibitors. 360,000 tested, 6.9% active. AID 588342;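 further: potency means the concentration at half of the fitted maximal effect; plate controls were vehicle for no effect and reference inhibitor for full effect; nearly all actives have a fitted effect of over 55% in size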
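Biochemical qHTS of compounds, final roughly 60 µM downward over six points, against 10 nM purified firefly luciferase using Km concentrations of substrates (10 uM D-luciferin, 10 uM ATP) in Tris acetate pH 7.5 buffer; luminescence output.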
ELG1 DNA repair: ELG1-dependent DNA repair inhibition; HEK293T ELG1-luciferase reporter, luminescence, 16 h; DNA damage induced by 5-fluorouridine; Potency, µM (highest dose often 46.1 µM), for inactives: at the highest dose activity change, negative = inhibition, usual class: inhibitors; 330,000 tested, 2.3% active; AID 504467; further: potency means the concentration at half of the fitted maximal effect; on the % scale 0 is the no-effect control and ±100 the full control effect; nearly all actives have a fitted effect of over 55% in size
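5-Fluorouridine DNA damage + compound/DMSO, 2,000 cells/well, 16 h, 37 °C/5% CO2. ONE-Glo, 30 min RT, luminescence. Readout = decrease in reporter signal.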
MBNL1-CUG inh: blocks human MBNL1 binding to CUG repeat RNA. Q9NR56. TR-FRET MBNL1-His/biotin-(CUG)12 binding, 665/545 ratio. Potency, µM (highest dose often 57.5 µM), inactives show top-dose activity change, negative = inhibition, usual class: inhibitors. 280,000 tested, 0.036% active. AID 2675; active means well fitted inhibition curve with a large enough effect in the signal ratio, with a control signal flat, not every such curve was filed as active; inconclusive means small, poorly fitted or top-dose-only effect, or effect the other way, or a change in a side signal; inactive means no such curve, though single readings can be large or run the other way; the % refers to the signal ratio; further: potency means the concentration at half of the fitted maximal effect; on the % scale 0 is the no-effect control and ±100 the full control effect
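TR-FRET readout: Ex 340 nm, 665/545 nm emission ratio, normalized to buffer-only (basal) and MBNL1-(CUG)12 controls. Complex of MBNL1-His with Biotin-(CUG)12, compounds 92 nM–58 uM, incubated 60 min at room temperature.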
Mito fusion act: mitochondrial division inhibition or fusion activation. S. cerevisiae fusion-defective mutant growth rescue, CellTiterGlo 48 h. Potency, µM (highest dose often 46.1 µM), for the others: top-dose growth rescue (activation), usual class: activators. 320,000 tested, 0.23% active. AID 485298;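 further: potency means the concentration at half of the fitted maximal effect; % of control where 0% means no effect; nearly all actives have a fitted effect of over 45% in size; temperature-sensitive fusion mutants such as fzo1-1 at 37 °C on non-fermentable ethanol glycerol medium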
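Compounds are tested for their ability to restore growth of mitochondrial fusion-defective yeast strains at non-permissive 37C in YPEG medium over 48 hours. Viability is quantified by luciferase luminescence.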
NPC1 promoter act: activators of NPC1 promoter; Huh7 NPC1 promoter luciferase reporter, 24 h; Potency, µM (top dose mostly 9.22 µM), for inactives: at the top dose activation, usual class: activators; 320,000 tested, 2.4% active; AID 485313;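 further: potency means the concentration at half of the fitted maximal effect; % of control where 0% means no effect; nearly all actives have a fitted effect of over 60% in size; reporter is driven by a mutant NPC1 promoter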
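Stably transfected Huh7 (NPC1 promoter→luciferase), 1500 cells/well in Opti-MEM + 10% FBS, 2 h settle, then compound 24 h at 37 °C. Luminescence after 10 min with Amplite reagent.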
Rab9 prom act: Rab9 promoter activation. Potency, µM (top dose mostly 9.22 µM), for inactives: at the highest dose activation, negative = inhibition, hits mostly activators. AID 485297. Huh7 Rab9 promoter-luciferase reporter, luminescence, 24 h. 320,000 tested, 2.8% active; further: potency means the concentration at half of the fitted maximal effect; % of control where 0% means no effect; nearly all actives have a fitted effect of over 60% in size
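Measured in stably transfected Huh7 cells bearing a Rab9 promoter–luciferase construct: 24 h compound treatment at 37 °C, followed by luminescence detection.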
VP16 counter: Gal4-VP16 reporter inhibition counter-screen; Drosophila S2 Gal4-VP16 UAS-luciferase, luminescence, 20 h; 310,000 tested, 3.5% active; Potency, µM (doses to about 53.6 µM), for the others: at the top dose activity, negative = inhibition, hits mostly inhibitors;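 further: Gal4-VP16 expression switched on by copper sulfate through the metallothionein promoter; potency means the concentration at half of the fitted maximal effect; on the % scale 0 is the no-effect control and ±100 the full control effect; nearly all actives have a fitted effect of over 50% in size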
* = called active by the depositor; ? = inconclusive; / = no result given; & = joins results of further samples; [ ] = another dose, or the depositor's remark. Unless noted, the call rests on the fitted dose curve; in most records, active means well fitted curve in the direction sought with a large enough effect; inconclusive means small, poorly fitted or top-dose-only effect, or another doubt; inactive means no such curve, though single readings can be large; an effect the other way counts as inactive or inconclusive. These rows are one share of the data (hit frequency here may not be typical).

SMILES	PKM2 activator	KCNH2 3.1 block	Menin-MLL TR inh	RORgamma inh	FLuc counter	ELG1 DNA repair	MBNL1-CUG inh	Mito fusion act	NPC1 promoter act	Rab9 prom act	VP16 counter
O=C(/C=C/c1ccc(Cl)cc1)Nc1nccs1	1%	8	-9%	8.9µM*	1.3µM*	?	-2%	3%	0.63µM*	0.32µM*	-5%
Cc1ccc(C(=O)NCc2ccc(Cl)cc2)o1	2%	-7	-8%	26%	-17%	13%	1%	1%	-1%	1%	-3%
Cn1c(/C=C/c2ccc(Br)cc2)nc2ccccc2c1=O	/	-11	-1%	26%	?	?	-3%	6%	3.5µM*	?	-12%
Oc1ccccc1C1CCCCC1c1ccccc1 (centres undefined)	/	4	101%[activator]	7%	-10%	16%	-1%	-58%[inhibitor]	-4%	6%	-18%
C=CCn1c(/N=C/c2ccc(OC)cc2)nc2ccccc21	/	-9	20%	-40%	0.43µM*	-6%	6%	-14%	-5%	-2%	5%
CCC(=S)/C=C1\Sc2ccc3ccccc3c2N1CCCS(=O)(=O)O	3%	/	24%	5%	?	0%	?	1%	0%	1%	-7%
Cc1ccc(S(=O)(=O)Nc2ccccc2N(C)S(=O)(=O)c2ccc(C)cc2)cc1	/	6	/	/	2%	-10%	/	26%	-2%	-1%	/
CSCCC(NS(=O)(=O)c1ccc2c(c1)c(=O)n(C)c(=O)n2C)C(=O)NC1CCN(Cc2ccccc2)CC1 (centres undefined)	-1%	-7	-1%	12%	-1%	8%	-2%	-7%	-2%	-5%	13%
COc1ccccc1N1CCN(C(=O)CSc2nc(C)cc(=O)[nH]2)CC1	6%	1	/	-31%	-9%&3%	-1%	3%	-3%	2%	5%	7%
COc1ccc(CCNC(=O)CCC(=O)N2CC(C)Oc3ccccc32)cc1OC (centres undefined)	-3%	-3	-1%	0%	-1%	9%	2%	0%	-3%	4%	3%
O=C(Nc1cc(Cl)cc(Cl)c1)N1CCN(C(=O)C2CCCO2)CC1 (centres undefined)	1%	/	/	5%	0%	5%	-2%	-3%	-2%	2%	-5%
CCCC12CN3CCN(CC(C3)/C1=N\NC(=O)c1ccccc1Cl)C2	-6%	2	-11%	-1%	-1%	?	0%	-10%	-6%	-5%	-4%
CCn1cc(C(=O)NC2CCCCC2)c(=O)c2cc(S(=O)(=O)N(C)C)ccc21	-2%	3	-8%	35%	-39%	0%	?	-2%	-5%	7%	1%
CCOC(=O)N1CCC(N2C(=O)c3ccccc3C2Nc2c(C)cccc2C)CC1 (centres undefined)	3%	-26	?	-6%	0%	-13%	6%	4%	0%	2%	18%
CC(C)C(NC(=O)c1ccco1)C(=O)NC1CCCCCC1 (centres undefined)	-1%	7	/	12%	5%	7%	-5%	0%	-1%	-1%	-2%
Cc1cccc(NC(=S)N(CCN(C)C)C(C)c2ccccn2)c1 (centres undefined)	-2%	6	3%	11µM*	2%	-1%	1%	-5%	-4%	1%	-13%
CCc1ccccc1NS(=O)(=O)c1ccc2c(c1)NC(=O)CC(=O)N2	2%	2	2%	-3%	1%	0%	/	-6%	-3%	0%	-1%
CSCc1nnc(NC(=O)c2ccc(S(=O)(=O)N(CC(C)C)CC(C)C)cc2)o1	-2%	/	?	0.28µM*	-1%	-20%	0%	-2%	-1%	-10%	0.63µM*
COc1ccc(NC(=O)CN(Cc2ccccc2)S(C)(=O)=O)cc1OC	2%	7	-6%	1%	-2%	0%	7%	-4%	-8%	-2%	4%
Cc1cc(C)cc(NC(=O)C(=O)NCCCN2CCOCC2)c1	-3%	8	-16%	-1%	0%&-10%	10%	-8%	5%	-4%	2%	4%
CC1=C(C(=O)OCC2CCCO2)C(c2ccc(C)o2)C2=C(CC(c3ccc(N(C)C)cc3)CC2=O)N1 (centres undefined)	8%	/	-10%	?	4%	?	22%	12%	-1%	1%	2%[0.365 µM]
Cc1cc(F)ccc1NC(=O)C1CCN(S(=O)(=O)c2ccc3c(c2)CCCC(=O)N3)CC1	/	0	/	5%	2%&2%	-15%	-2%	0%	-3%	-3%	5%
CCN(CC)c1ccc(/C=N/n2c(=S)[nH]nc(C)c2=O)cc1	5%	12	5%	?	15µM*	?	?	-6%	11%	11%	3%
Cc1ccc(S(=O)(=O)Nc2cc(S(=O)(=O)N3CCOCC3)ccc2NCC2CCCO2)cc1 (centres undefined)	/	-5	/	/	0%	8%	/	-2%	0%	-3%	/
CC(=O)OCC1=C(C(=O)O)N2C(=O)C(NC(=O)COc3ccc(F)cc3)C2SC1 (centres undefined)	/	6	/	/	1%	9%	/	-6%	-1%	1%	/
C/C(CCC1CC(C)OC1=O)=N\NC(N)=S (centres undefined)	8%	2	/	29%	-1%	?	-10%	-2%	-1%	0%	-3%
COc1cc2cc(C(=O)O)[nH]c2c(OC)c1OC	3%	7	3%	11%	2%	3%	-4%	-20%	-3%	-8%	15%
CCN1CCN(C(=O)/C=C/c2ccc(C)cc2)CC1	0%	1	-2%	-26%	-8%	3%	6%	-2%	11%	16%	-9%
COc1cc2[nH]c(C(=O)N3CCN(C)CC3)cc2c(OC)c1OC	/	-17	3%	11%	0%	?	-2%	0%	-1%	0%	1%
COc1ccc(N2C(=O)CC(Sc3n[nH]c(-c4ccccc4)n3)C2=O)cc1 (centres undefined)	-6%	-1	/	11µM*	-17%	29%	5%	0%	11%	2%	-83%
CC(=O)N1CCN(C(=O)CNC(=O)c2cccs2)CC1	/	1	/	/	/	7%	/	-4%	0%	-3%	/
Cc1onc(-c2ccccc2Cl)c1C(=O)OCC(=O)c1ccc[nH]1	/	-4	/	/	-1%	-11%	/	22%	-2%	-3%	/
CCc1nc(SC)[nH]c(=O)c1C	-7%	-10	0%	-11%	-1%	-2%	-13%	2%	-4%	-1%	12%
CC(/C=N/NC(=O)CN1CCN(Cc2ccc(Cl)cc2)CC1)=C\c1ccco1	5%	-74*	-1%	?	0%	-15%	16%	2%	-3%	-4%	20%
C#CCNC(=O)C1=C[C@H](c2ccc(Br)cc2)C[C@H](OCc2ccc(CO)cc2)O1	2%	5	23%	?	-11%	-16%	25%	10%	5%	0%	0%
COCCn1nnnc1CN1CCC(C)CC1	-2%	-5	-11%	17%	2%	-1%	8%	-1%	-7%	1%	4%
CC1CCCCN1S(=O)(=O)c1ccc([N+](=O)[O-])cc1 (centres undefined)	0%[11.5 µM]	-31	22%	-21%	-1%	4%	?	1%	0%	6%	0%
O=C(Nc1ccc2c(c1)OCO2)c1ccc(Cl)c(S(=O)(=O)N2CCOCC2)c1	-3%	4	/	?	?	-5%	-5%	0%	-2%	18%	13%
CC1CC(OCC(O)CN2CCOCC2)CC(C)(C)C1 (centres undefined)	3%	8	2%	-5%	8%	0%	-11%	-7%	2%	-5%	-13%
Cc1ccc(Cl)cc1N1CCN(S(=O)(=O)c2c(C)[nH]c(C)c2C(=O)N2CCCCC2)CC1	-9%	15	-1%	10%	6%	?	8%	6%	-3%	-3%	1%
CCN(CC)CCSc1nc(O)c(Cc2ccccc2)c(=O)n1-c1ccccc1	-10%	3	-3%	22%	-1%	6%	/	2%	-2%	-2%	4%
Cc1cccc(C)c1NCC(=O)N1CCN(Cc2ccccc2)CC1	/	13	1%	-4%	-1%	-17%	1%	15%	-3%	-3%[1.84 µM]	-4%
COc1cc(C(=O)N(Cc2cccc(Cl)c2)C2CCS(=O)(=O)C2)cc(OC)c1OC (centres undefined)	-10%	-26	7%	22%	2%	0%	-13%	1%	-2%	-3%	14%
COc1ccc(-c2nc(CCNC(=O)c3cccs3)cs2)cc1	-15%	30	15%	?	27µM*	21µM*	8%	-5%	1%	-5%	-26%
COc1ccccc1C1(O)CCN(C(=O)c2cccs2)CC1	-2%	-4	-21%	21%	4%	-3%	-4%	0%	-2%	0%	1%
O=C(Nc1cccnc1)c1ccc(Oc2ccccc2)cc1	-7%	-8	1%	?	3.4µM*	?	7%	7%	?	?	?
O=c1[nH]c(-c2ccc(F)cc2)nc2c1sc(=S)n2-c1ccccc1	1%	/	5%	?	2%	?	-9%	-1%	-4%	-1%	-27%
